Compound activity (PubChem BioAssay)
RmlCD inh 1536: M. tuberculosis RmlC/RmlD coupled enzyme inhibitors, primary screen, biochemical, compound mixtures, 384-well, from 1536-well plates | dTDP-4-dehydrorhamnose reductase (Mycobacterium tuberculosis (strain ATCC 25618 / H37Rv)) … | RmlC+RmlD coupled enzyme assay, percent inhibition; primary screen in compound mixtures | inhibition, % at 3.6 µM | actives 0.03% (n = 160,000) | AID 1533, 2009; in the data active = inhibition mostly above about 34%, no sharp cut-off; also: some results filed as inactive read as strong as hits
Target sequence (P9WH09 whole entry, looked up): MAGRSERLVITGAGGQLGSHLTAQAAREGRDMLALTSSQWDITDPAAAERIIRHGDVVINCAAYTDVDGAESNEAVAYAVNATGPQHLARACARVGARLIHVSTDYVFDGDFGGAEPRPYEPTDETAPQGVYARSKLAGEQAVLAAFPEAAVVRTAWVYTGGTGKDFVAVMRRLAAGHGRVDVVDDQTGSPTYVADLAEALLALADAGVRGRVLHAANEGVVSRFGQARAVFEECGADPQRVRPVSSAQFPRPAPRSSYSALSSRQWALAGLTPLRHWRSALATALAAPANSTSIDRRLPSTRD
Target sequence (P9WH11 whole entry, looked up): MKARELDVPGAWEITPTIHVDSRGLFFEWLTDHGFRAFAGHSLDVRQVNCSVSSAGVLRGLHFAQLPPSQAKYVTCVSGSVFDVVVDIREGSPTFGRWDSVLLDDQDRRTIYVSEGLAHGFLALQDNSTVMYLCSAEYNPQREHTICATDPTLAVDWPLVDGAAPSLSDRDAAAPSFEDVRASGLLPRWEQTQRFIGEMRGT
M. tuberculosis GlmU: inhibition of mycobacterial GlmU enzyme – biochemical, glucosamine-1-phosphate acetyltransferase (AID 1376). Bifunctional protein GlmU (Mycobacterium tuberculosis (strain ATCC 25618 / H37Rv)). M. tuberculosis GlmU acetyltransferase enzyme assay; higher % means a stronger effect. one-dose inhibition, %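 (tested at 30 µM in the primary screen)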; IC50 in µM for titrated hits. actives 0.25% (n = 220,000); in the data active = inhibition above about 13%;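 also: 0% = complete reaction with vehicle and 100% = reaction without substrate; strong numbers were not always called active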
* marks the source's active call; other numbers are inactive results; x = not tested or not shown. A portion of the library; count on the stated rates, not on these rows.

Every second line gives: RmlCD inh 1536 | M. tuberculosis GlmU
O=C(Nc1ccccc1Cl)ON=C1c2ccccc2-c2ccccc21
  2.6 | -2.2%
CCC1C(c2ccccc2)NC(c2ccccc2)CC1(O)c1ccc(F)cc1 (stereo not given)
  3.1 | -0.8%
COc1cc(/C=C(\C#N)C(=O)NC(C)C)cc(Cl)c1O
  -8.1 | 8.3%
CC(C)(C)C1CCc2c(sc(NC(=O)CSc3nnc(-c4ccccc4)o3)c2C#N)C1 (stereo not given)
  x | -0.7%
C/C(=N/NC(=O)CCC(=O)Nc1cccc(Cl)c1)c1ccc(C)cc1
  -10.9 | 2.4%
O=C(c1ccco1)N1CCC(c2nc(-c3ccc(F)cc3)no2)CC1
  1.3 | -5.9%
CNC(=O)c1cc2cccc(OC)c2oc1=O
  x | 10.4%
CNC(=O)c1cc2cc(OC)ccc2oc1=N
  x | -6.3%
Cc1nc(Sc2ccccc2)c(C#N)c(C)c1[N+](=O)[O-]
  -5.9 | -0.2%
CC(C)(C)c1cc(NC(=O)CSc2nncs2)n(-c2ccccc2)n1
  7.6 | -4.4%
COC(=O)c1cn(NC(=O)C2COc3ccccc3O2)c(=O)c2ccccc12 (stereo not given)
  -5.7 | -4.0%
CN(Cc1ccon1)Cc1cn(C)nc1-c1ccc(Oc2ccccc2)cc1
  2.4 | -2.4%
CCN1CCN(CCNC(=O)CS(=O)(=O)Cc2nc(-c3ccc(C)cc3)oc2C)CC1
  5.0 | -0.3%
COc1ccc(C2c3c(oc4ccc(C)cc4c3=O)C(=O)N2c2cc(C)ccn2)cc1OC (stereo not given)
  x | 3.7%
COc1ccc(S(=O)(=O)Nc2cc(Sc3ncn[nH]3)c(O)c3ccccc23)cc1
  -5.3 | x

Next section, overlapping the part above by seven compounds.
Every second line gives: RmlCD inh 1536 | M. tuberculosis GlmU
Cc1nc(Sc2ccccc2)c(C#N)c(C)c1[N+](=O)[O-]
  -5.9 | -0.2%
CC(C)(C)c1cc(NC(=O)CSc2nncs2)n(-c2ccccc2)n1
  7.6 | -4.4%
COC(=O)c1cn(NC(=O)C2COc3ccccc3O2)c(=O)c2ccccc12 (stereo not given)
  -5.7 | -4.0%
CN(Cc1ccon1)Cc1cn(C)nc1-c1ccc(Oc2ccccc2)cc1
  2.4 | -2.4%
CCN1CCN(CCNC(=O)CS(=O)(=O)Cc2nc(-c3ccc(C)cc3)oc2C)CC1
  5.0 | -0.3%
COc1ccc(C2c3c(oc4ccc(C)cc4c3=O)C(=O)N2c2cc(C)ccn2)cc1OC (stereo not given)
  x | 3.7%
COc1ccc(S(=O)(=O)Nc2cc(Sc3ncn[nH]3)c(O)c3ccccc23)cc1
  -5.3 | x
Fc1ccc(NC(=S)N2CCN(c3ncccn3)CC2)cc1
  -8.1 | -3.3%
COc1ccccc1N1CCN(CC(=O)c2c(C)[nH]c3ccccc23)CC1
  x | -1.4%
CC1(C)CC(=O)C2=C(C1)Nc1ccccc1N=C2
  -2.3 | -9.1%
CC1(C)C(=O)OC(c2cccs2)C(C)(C)C1=O (stereo not given)
  -4.7 | -1.6%
C#CCOCCOCCOCCNc1nc(N2CCN(C(=O)[C@H]([C@@H](C)O)n3cc(CCCCN)nn3)CC2)nc(N2CCN(C(=O)[C@H]([C@@H](C)CC)n3cc(CCCN=C(N)N)nn3)CC2)n1
  x | -8.0%
CCn1c2ccccc2c2cc(NC(=O)CSc3nnc(-c4ccc(OC)c(OC)c4)n3N)ccc21
  x | 4.0%
CC1(C)CC(OC(=O)c2ccco2)CC(C)(C)N1O
  4.6 | 0.7%
CC(=O)CCC1C2C(O)C(C(C)C)C(OC(=O)/C=C/c3ccccc3)CC12C (stereo not given)
  x | 0.2%
CCOC(=O)N/N=C/c1c(F)c(F)c(F)c(F)c1F
  1.8 | -1.5%
CCOC(=O)CSc1nnc(CNC(=O)c2ccc(OC)cc2)n1C1CCCCC1
  x | -2.4%
Cc1ccoc1C(=O)N1CCCCC1C(=O)O (stereo not given)
  -12.5 | 5.8%
COc1ccc(/C(O)=C2\C(=O)C(=O)N(CCN(C)C)C2c2cc(OC)c(OC)c(OC)c2)c(C)c1 (stereo not given)
  4.4 | -2.1%
Fc1cccc(-n2c(-c3ccco3)nc3nc4ccccc4nc32)c1
  14.4 | 0.5%
CCN(C(=O)COC(=O)c1ccc(OC)c(S(=O)(=O)N2CCCc3ccccc32)c1)C1CCS(=O)(=O)C1 (stereo not given)
  3.1 | -3.4%
COc1ccc(CCNC(=O)CSc2nc(O)c(C(C)C)c(=O)[nH]2)cc1OC
  x | 3.7%
COc1cc2c(cc1OC)C(COc1ccc(F)cc1)N(C(=O)c1ccco1)CC2 (stereo not given)
  102.9 | 1.2%
O=C(Nc1ccccc1)N1CCN(Cc2ccc3c(c2)OCO3)CC1
  7.5 | 0.4%
O=C(CSc1nncn1-c1ccccc1)Nc1cccc(S(=O)(=O)N2CCCCC2)c1
  6.4 | -0.9%
Cc1cccc(-c2nc(C)cc(=O)[nH]2)c1
  x | 2.1%
CN1CC(=O)N(CC(=O)N2CCC(Cc3ccccc3)CC2)C1=O
  -45.9 | -0.9%
COc1ccccc1-c1cc(C(=O)N/N=C/C=C/c2ccccc2[N+](=O)[O-])c2ccccc2n1
  x | 6.4%
CN=C1SC(CC(=O)Nc2ccccc2F)C(=O)N1C (stereo not given)
  17.4 | -3.8%
CC(C)OC(=O)Nc1ccc(-c2ccc(NC(=O)OC(C)C)cc2Cl)c(Cl)c1
  -6.9 | -0.5%
COCCCNC(=O)/C=C/c1ccc(Cl)cc1Cl
  28.9 | 1.0%
Cc1ccc(-c2nnn(CC(=O)Nc3ccccc3N3CCOCC3)n2)cc1
  x | -3.5%
Cc1[nH]nc2c1C(c1ccoc1)C(C#N)=C(N)O2 (stereo not given)
  8.4 | -5.9%
CCN1C(=O)C2C(C1=O)N1C(c3cccs3)C3C(=O)N(CC)C(=O)C3N1C2c1cccs1 (stereo not given)
  3.0 | -0.3%
Cn1c(N/N=C/c2cccs2)cc(=O)n(C)c1=O
  -5.1 | x
CCN1CCN(C(=O)CCc2nc3ccccc3n2-c2ccccc2)CC1
  -8.2 | 1.4%
COc1cccc(/C=C/C(=O)OCC(=O)Nc2cc(S(=O)(=O)N3CCOCC3)ccc2C)c1
  -9.3 | -0.2%
CCCCC1=CC2=C(c3ccco3)C(=O)C(C)(OC(=O)c3ccc(OC)cc3)C(=O)C2=CN1CCCOC(C)C (stereo not given)
  -7.6 | 2.9%
CN(C(=O)CSc1nc(C2CC2)nc2ccccc12)c1nc(-c2ccccc2)cs1
  x | -1.5%
COc1cccc(/C=N/NC(=O)CC(=O)NCCc2ccc(OC)c(OC)c2)c1
  x | -1.5%
Cc1ccc(NC(=O)C2CCCN2S(=O)(=O)c2ccc3c(c2)CCC(=O)N3)cc1Cl (stereo not given)
  10.7 | 6.6%
COc1cccc(NC(=O)Nc2ccc3c(c2)N(C)C(=O)CS3)c1
  x | -7.0%
COc1ccc(OCCSc2nnc(-c3cccnc3)n2N)cc1
  x | -3.6%
Cc1cccc(-n2c(-c3cccs3)nc3ccccc3c2=O)c1
  -9.8 | -0.9%
CCCNC(=O)c1ccccc1NC(=O)c1ccccc1N(C)S(=O)(=O)c1ccccc1
  50.5 | 0.5%
CCCn1c(O)c(CN2CCCC(C)C2)c(C)c(C#N)c1=O (stereo not given)
  8.5 | 3.3%
Cc1sc(-c2ccncc2)nc1OC(=O)c1ccccc1
  5.6 | -3.3%
CCC1(CC)C(=O)C2=C3C1[C@H](C(=O)OC)CC(C(=O)OC)C[C@H]3[C@H]1C(=O)N(c3ccccc3)C(=O)[C@H]1[C@H]2C (stereo not given in full)
  x | -7.0%
Cc1cc(C(=O)NCCc2ccc(Cl)cc2)no1
  -13.4 | -4.3%
C[C@H](NC(=O)c1ccco1)C(=O)Nc1ccc2c(c1)OCO2
  x | -6.3%
CCOC(=O)N1CCC(NCCNC(=O)c2cccs2)CC1
  4.7 | -6.3%
COc1ccc([N+](=O)[O-])cc1NC(=O)c1ccc(N2C(=O)CCC2=O)cc1
  8.1 | -1.5%
COc1ccc(-c2ccc(=O)n(Cc3cccc([N+](=O)[O-])c3)n2)cc1
  -11.3 | -1.6%
O=C(CCCCCn1c(=S)[nH]c2ccc(N3CCOCC3)cc2c1=O)NCc1ccc(Cl)cc1
  -2.4 | -4.0%
Cc1cc2oc(=O)cc(CN3CCCc4ccccc43)c2cc1C
  3.2 | 0.4%
COc1cc2c(cc1OC)CN(C(=O)c1cc3ccccc3oc1=O)CC2
  x | -1.5%
CCCn1nnnc1NC(=O)c1cccs1
  14.9 | -0.2%
Cc1ccc(C)c2[nH]c(=O)c(CN(CCN3CCCC3)C(=O)Nc3cccc(Cl)c3)cc12
  x | -9.3%
O=C(CN(c1ccc(F)cc1)S(=O)(=O)c1ccc2c(c1)OCCO2)NCc1cccnc1
  x | -0.4%
Cn1c(=O)c(Sc2ccc(Cl)cc2)c(O)c2ccccc21
  -9.1 | -3.1%
O=C(C1=C[C@H](c2coc3ccccc3c2=O)C[C@H](OCCCCO)O1)N1CCOCC1
  x | 4.3%
COc1ccc(CNC(=O)c2cnc(C)cn2)cc1
  x | -9.9%
Cn1cnnc1SC1c2cccc3cccc(c23)C1NS(=O)(=O)c1ccccc1 (stereo not given)
  5.4 | -1.6%
O=C(N/N=C/c1ccc(N2CCOCC2)s1)c1ccccc1Br
  -9.1 | 2.5%
CN(Cc1ccccc1)C(=O)CN1CCN(C(c2ccccc2)c2ccccc2)CC1
  x | 1.2%
CN(Cc1cnn(C)c1)C(=O)CC1C(=O)NCCN1Cc1cccc(Oc2ccccc2)c1 (stereo not given)
  -8.1 | 5.6%
COc1ccc(CCNc2oc(-c3ccc(OC)c(OC)c3)nc2P(=O)(OC)OC)cc1OC
  -6.7 | 6.1%

(further entries)
structure,RmlCD inh 1536,M. tuberculosis GlmU
CCCCCCC(=O)NNC(=O)c1c(O)c2ccccc2n(CCC)c1=O,-6.8,-2.6%
O=C(C(Cl)Cl)N1c2ccccc2OCC1c1ccccc1 (stereo not given),x,7.6%
COc1ccc(C(=O)Nc2ccc(N3CCN(C)CC3)cc2)cc1[N+](=O)[O-],5.2,-0.1%
Cc1cc(NC(=O)c2ccccc2-c2ccccc2)ccc1Br,31.8,-8.0%
Cc1cccc2[nH]c(CN(C)C(=O)CC3C(=O)NCCN3CC(C)(C)C)nc12 (stereo not given),16.3,-2.7%
C/C(Cn1nnc([N+](=O)[O-])n1)=N\NC(=O)c1ccccc1O,78.6,1.5%
Cn1c2ccccc2c2cc(C(=O)O)ccc21,-8.3,-0.7%
Cc1ccc(S(=O)(=O)N(CC(=O)N/N=C/c2cccc3c2OCCO3)c2ccccc2F)cc1,7.9,-6.5%
COc1ccc(Cn2c(=O)[nH]c3cc(C(=O)NCCCN4CCCC4=O)ccc3c2=O)cc1,-9.5,2.1%
COc1ccc(CNC(=O)C2CCN(S(=O)(=O)N3CCOCC3)CC2)cc1,9.0,-0.9%
COC(=O)Cc1ccc(NC(=S)NCCSc2ccc(Cl)cc2)cc1,x,3.2%
COc1ccc(Cn2c(O)c(C=Nc3ccc(OC)cc3)c3ccccc3c2=O)cc1,-0.9,-4.2%
Cc1cccc(C)c1NC(=O)CN1N=NC2C(=O)N(c3cccc(Cl)c3)C(=O)C21 (stereo not given),-4.5,4.2%
CCn1c2ccccc2c2cc(C3C(C#N)=C(N)Oc4n[nH]c(COC)c43)ccc21 (stereo not given),x,3.4%
COc1ccc(CCNC(=O)C2CCCCC2C(=O)O)cc1OC (stereo not given),23.0,4.5%
O=C(NC1CCCCC1)C(c1ccco1)N(CCc1ccccc1)C(=O)C(F)(F)F (stereo not given),x,-0.5%
Cc1noc(C)c1COC(=O)c1ccc2c(c1)OCCO2,-1.1,8.6%
CCCNC(=O)c1nc(C)n(-c2cc(Cl)cc(Cl)c2)n1,-11.9,0.0%
CCCN(CCC)C(=O)CSc1nc2n[nH]c(C)c2c(=N)n1-c1ccc(OC)cc1,-6.7,x
CCOC(=O)c1sc(NC(=O)CSc2ncccn2)c(C#N)c1C,-4.5,3.7%
O=C1c2ccccc2C(=O)c2c1cccc2N1CCN(CCO)CC1,7.1,-0.1%
CCSc1nnc(NC(=O)CSc2nnc(Cc3cccn3C)n2CCc2ccccc2)s1,x,-6.4%
CC(C)OC(=O)CC(=O)c1sc2nc3c(cc2c1N)CN(C)CC3,27.6,2.1%
CCCCOc1ccc(CNC(=S)N/N=C/c2ccc(OC)c(OC)c2)cc1,x,-2.8%
CC12C=CC3(CN(Cc4ccccc4)C(=O)C3C1C(=O)NCc1ccco1)O2 (stereo not given),x,2.4%
O=C(O)COC(=O)C1C(c2ccccc2)C(C(=O)O)C1c1ccccc1 (stereo not given),x,-0.8%
Cc1ccnc(NC(=O)CCC2CCCCC2)c1,x,6.9%
COc1ccc(-c2nc(SC)n(C(=O)c3ccco3)n2)cc1,1.2,2.1%
O=c1c2cn[nH]c2[nH]c(=S)n1-c1ccccc1,x,1.6%
NCCCC[C@H]1CN=C(N)N1CCc1cccc2ccccc12,x,-8.6%
O=C(c1cccc(Cl)c1)C1CCCN(Cc2ccc(N3CCNC3=O)cc2)C1 (stereo not given),-9.8,-3.0%
